Granule exo inh: LAMP-1 surface exposure blockers, TALL-104 cells – cell-based, flow cytometry, MLPCN library, primary screen; TALL-104 LAMP-1 surface exposure; cells stimulated with thapsigargin and PMA; inhibition, % at 10 µM; 360,000 compounds, 0.66% hits;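 active means inhibition above about 55%, limit read from the data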
Glyco luc inh: increase of ERlucT glycosylation luciferase signal, primary screen, N-linked glycosylation inhibitor project, D54 ERlucT cells, luminescence, set 2; D54 ERlucT glycosylation luciferase reporter, 24 h; percent of 100 nM tunicamycin response; reporter increase, % at 12.5 µM; 360,000 compounds, 0.23% hits;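 active means mean luciferase reporter signal, scaled so untreated is 0 and the glycosylation-blocking control 100, at or above a set limit in every replicate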;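 further: luciferase carries N-glycosylation sites so blocking glycosylation raises the light; 0% = median of neutral control wells and 100% = median of 100 nM tunicamycin wells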
MC4R antag cAMP: MC4R antagonists of cAMP signaling, primary screen, cell-based, TR-FRET, antagonist arm of biased-ligand search | Melanocortin receptor 4 (Homo sapiens), P32245 | MC4R-expressing cells, MTII-stimulated cAMP, LANCE TR-FRET | inhibition, % at 6.5 µM | 360,000 compounds, 0.48% hits | AID 540295, 2011;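 active means inhibition above its plate's cutoff, the mean of tested wells on that plate plus 3 SD, cut at about 29% in these data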;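 further: 0% = Melanotan II alone and 100% = Melanotan II plus saturating MCL0020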
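Assay system: human MC4R-expressing U2OS cells; reagent: Melanotan II stimulation of cells; dosing: 6.5 µM single dose; timing: compound 30 min, challenge 1 h, detection 1 h; signal: TR-FRET cAMP assay; replicates: one well per compound, no replicates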
NOD2 RIPK2 PPI: NOD2-RIPK2 binding disruptors in cells, primary screen, fluorescence, CHO cells, BLA complementation; CCF4 ratio; inhibition, % at 4.98 µM; Receptor-interacting serine/threonine-protein kinase 2 (Homo sapiens), O43353; 360,000 compounds, 0.38% hits; in the data active means inhibition above about 21%;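 further: 0% = vehicle only and 100% = reference blocker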
aDG glyco act: activators of alpha-DG glycosylation, primary screen, uHTS, Pro5-aDG cells, AlphaScreen | alpha-DG glycosylation AlphaScreen (IIH6); 0% Pro5, 100% B10-LARGE cell signal | activation, % at 10 µM | 360,000 compounds, 0.22% hits;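 active means activation of at least 8% versus controls, or a plate z-score of at least 8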;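 further: Pro5 are CHO cells carrying HIG-tagged alpha-DG that lacks glycosylation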
ABCB6 inh 2: ABCB6 transporter inhibitors, primary screen, K562-ABCB6 cells, flow cytometry, MLPCN library; 360,000 compounds, 0.19% hits; fluorescence ratio to DMSO, % at 10 µM; ATP-binding cassette sub-family B member 6 (Homo sapiens), Q9NP58; K562-ABCB6 porphyrin accumulation, 1 h; stronger effect = lower value;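 active means fluorescence ratio to DMSO below 75%, the collection mean minus 3 SD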;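 further: signal is porphyrin accumulated inside mitochondria; 100% equals median channel fluorescence of DMSO control wells; lower ratio means ABCB6 inhibition with less porphyrin fluorescence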
Vif inh: HIV Vif self-association inhibitors, primary screen, imaging, HEK293T, single point | HEK293T cells, Vif self-association by quenched fluorescence, 24 h | inhibition, % at 7.49 µM | 340,000 compounds, 0.35% hits | AID 602346, 2012; in the data active means inhibition above about 50%, passing the limit was not always enough; further: some results filed as inactive read as strong as hits
MC4R ag barr: MC4R agonists recruiting beta-arrestin, primary screen, cell-based, luminescence, agonist arm of biased-ligand search. U2OS MC4R beta-arrestin complementation; percent of melanotan II response, DMSO zero. activation, % at 8.9 µM. 360,000 compounds, 0.98% hits;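 active means activation above a per-plate cutoff, the mean activation of sample wells on that plate plus 3 SD, cut at about 8% in these data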
ABHD5-PLIN5 inh: ABHD5-PLIN5 interaction inhibitors, primary screen, cell lysate, split luciferase complementation, luminescence | AID 602281, 2012 | Perilipin-5 (Homo sapiens) + 1-acylglycerol-3-phosphate O-acyltransferase ABHD5 (Homo … | inhibition, % at 4 µM | Split G. princeps luciferase complementation, 4 h | 360,000 compounds, 0.78% hits;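 active means inhibition above the mean inhibition across every tested compound plus 3 SD, cut at about 22% in these data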;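 further: 0% = DMSO only wells and the 100% control is not disclosed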
TLR9-MyD88 inh: inhibitors of TLR9-MyD88 association in cells, primary screen, cell-based, CHO, BLA complementation, fluorescence | Toll-like receptor 9 (Homo sapiens) + Myeloid differentiation primary response protein … | CCF4 FRET ratio | inhibition, % at 4.98 µM | 340,000 compounds, 0.21% hits | AID 504734, 2011;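 active means inhibition above the mean over all tested compounds plus 3 SD, cut at about 21% in these data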;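 further: 0% = DMSO only wells and 100% = clavulanate BLA inhibitor control wells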
Target sequence (Q99836 whole entry, looked up): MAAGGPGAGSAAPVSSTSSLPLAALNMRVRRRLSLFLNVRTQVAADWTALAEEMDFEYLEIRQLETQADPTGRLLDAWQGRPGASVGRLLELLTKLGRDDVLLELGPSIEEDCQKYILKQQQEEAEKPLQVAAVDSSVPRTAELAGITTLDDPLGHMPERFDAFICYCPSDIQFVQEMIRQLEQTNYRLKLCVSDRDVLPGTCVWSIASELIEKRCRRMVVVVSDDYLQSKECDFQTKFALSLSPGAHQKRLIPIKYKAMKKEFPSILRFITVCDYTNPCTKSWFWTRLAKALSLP
Target sequence (Q9NR96 whole entry, looked up): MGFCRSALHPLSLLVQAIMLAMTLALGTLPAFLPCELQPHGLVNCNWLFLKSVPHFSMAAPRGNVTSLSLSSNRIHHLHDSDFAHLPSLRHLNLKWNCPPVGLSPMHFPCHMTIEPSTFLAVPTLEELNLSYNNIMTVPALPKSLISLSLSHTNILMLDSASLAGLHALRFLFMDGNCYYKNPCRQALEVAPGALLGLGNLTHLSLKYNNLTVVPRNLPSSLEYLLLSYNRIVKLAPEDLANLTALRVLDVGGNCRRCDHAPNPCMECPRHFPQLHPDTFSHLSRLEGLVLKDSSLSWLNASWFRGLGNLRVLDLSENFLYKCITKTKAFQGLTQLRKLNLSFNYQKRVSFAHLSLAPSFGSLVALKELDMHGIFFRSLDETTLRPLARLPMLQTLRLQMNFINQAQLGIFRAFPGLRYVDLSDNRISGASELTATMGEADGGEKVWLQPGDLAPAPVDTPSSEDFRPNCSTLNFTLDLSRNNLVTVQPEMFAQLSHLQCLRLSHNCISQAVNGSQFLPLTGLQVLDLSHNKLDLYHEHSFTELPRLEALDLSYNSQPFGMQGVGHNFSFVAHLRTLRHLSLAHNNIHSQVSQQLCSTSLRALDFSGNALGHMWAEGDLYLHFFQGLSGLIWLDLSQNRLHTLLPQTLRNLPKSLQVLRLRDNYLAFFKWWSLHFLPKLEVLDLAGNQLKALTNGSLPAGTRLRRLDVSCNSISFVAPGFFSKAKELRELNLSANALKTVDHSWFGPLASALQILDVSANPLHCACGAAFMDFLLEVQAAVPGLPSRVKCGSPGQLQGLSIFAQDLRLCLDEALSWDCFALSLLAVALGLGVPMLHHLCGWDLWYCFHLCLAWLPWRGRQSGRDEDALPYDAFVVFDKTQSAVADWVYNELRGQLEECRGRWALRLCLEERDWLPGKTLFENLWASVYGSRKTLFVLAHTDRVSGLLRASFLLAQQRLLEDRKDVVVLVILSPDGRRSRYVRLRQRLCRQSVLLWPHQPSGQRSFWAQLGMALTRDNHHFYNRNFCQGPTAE
The depositor's hits bear a star; x = not tested or not shown. A portion of the library; count on the stated rates, not on these rows.

SMILES	Granule exo inh	Glyco luc inh	MC4R antag cAMP	NOD2 RIPK2 PPI	aDG glyco act	ABCB6 inh 2	Vif inh	MC4R ag barr	ABHD5-PLIN5 inh	TLR9-MyD88 inh
COc1cccc(NC(=O)C2CC2)c1	-3	3	11	-5	0.0	104	3	3.2	0	-8
C[C@H](NC(=O)c1nc[nH]c1C(=O)NCc1ccc(CNC(=O)OC(C)(C)C)cc1)c1ccccc1	-8	0	7	-5	1.1	94	-3	-0.7	-8	7
COc1cccc(/C=C2\SC(=S)N(CCC(=O)NC3C=CS(=O)(=O)C3)C2=O)c1 (configuration not stated)	-2	16	-1	4	0.0	98	20	-0.9	7	-3
Cc1cc(C)c2sc(N(CCCN(C)C)C(=O)COc3ccc(Cl)cc3)nc2c1	34	-6	1	18	0.2	95	-1	11*	21	5
COC(=O)[C@@H](NC(=O)Nc1cccc(OC)c1)C(C)C	0	2	3	2	0.2	107	-1	-0.7	0	-2
Cn1c(=O)c2nc(NCc3ccccc3)cnc2n(C)c1=O	-1	2	-14	17	0.1	97	-4	-1.7	1	2
CC(=O)c1cccc(-c2cnc3c(NC=O)cc(-c4ccccc4Oc4ccccc4)cn23)c1	14	7	-25	1	-0.1	97	x	3.1	12	x
CCCCNC(=O)CSc1nccn1Cc1ccccc1	-1	-1	1	1	-0.4	103	1	-1.8	-4	-14
Cc1cccc(C)c1Nc1nnc(SCC(=O)Nc2cc(S(=O)(=O)N3CCCCC3)ccc2Cl)s1	4	-2	25	3	0.4	92	-6	0.9	-6	-1
CN(C)S(=O)(=O)NCC1CCCN(Cc2ccc(-c3ccccc3)cc2)C1 (configuration not stated)	44	-2	4	9	0.1	96	-21	-1.7	0	-1
Cn1c(NCCO)nc2c1c(=O)n(Cc1ccc(F)cc1)c(=O)n2C	-6	0	24	-2	-0.1	96	8	-0.3	12	-5
COc1ccc(/C=C2/Sc3ccc(C(=O)N4CCOCC4)cc3NC2=O)cc1OC	-10	-5	8	-1	-0.3	95	1	-0.4	-7	-13
COC(=O)C1(CCSC)NC(c2ccco2)C2C(=O)N(C)C(=O)C21 (configuration not stated)	2	2	2	-14	-0.2	100	5	-1.5	-5	-6
CCN(CC(=O)Nc1ccc2c(c1)OCCO2)C(=O)c1ccc(Cl)cc1Cl	-5	-4	3	-13	0.0	98	-4	-1.7	-3	-6
S=c1[nH]nc(-c2ccc(Br)o2)n1Cc1ccccc1	-4	1	-5	-2	-0.1	100	1	-1.0	-10	-22
Cc1ccc(C(=O)CSc2nnnn2C(C)C)c(C)c1	-2	-20	4	-6	0.4	97	0	-1.7	1	-1
O=C(c1ccco1)n1nc(-c2ccc(Cl)cc2)nc1NCc1ccco1	-3	9	-1	-6	-0.1	93	-16	-1.9	-6	-1
O=C(CCNc1ccc(Cc2ccncc2)cc1)c1cccc([N+](=O)[O-])c1	28	-2	-7	0	0.5	94	5	3.4	14	-4
Cc1nn(CC(=O)NCc2ccc(Cl)cc2)c(C)c1[N+](=O)[O-]	-1	3	11	-3	0.0	100	9	-3.9	-3	6
CC1CCN(C(=O)CCc2nnc(-c3ccccc3)o2)CC1	1	-1	9	-6	0.2	102	9	-1.1	-2	2
CCCCOC(=O)C1CCCC(C)N1 (configuration not stated)	0	1	-1	-1	0.0	89	x	1.2	6	2
O=[N+]([O-])c1ccccc1S(=O)(=O)Nc1ccc2c(c1)OCCO2	-8	-1	15	-8	0.0	105	3	0.9	7	-7
N/C(=N\NC(=O)c1ccc(F)cc1)c1cc2ccccc2oc1=O	2	2	-10	-3	-0.1	94	1	-4.4	2	-5
O=C(O)Cn1c(SCc2ccccc2)nc2ccccc21	-3	0	-2	-8	0.1	94	2	-1.4	10	3
Cc1ccc(NC(=O)C(c2ccccc2)N2CCN(CC(=O)N3CCOCC3)CC2)cc1Cl (configuration not stated)	-2	-1	5	-14	1.1	103	-5	0.8	2	-13

Remaining list, next part:
SMILES	Granule exo inh	Glyco luc inh	MC4R antag cAMP	NOD2 RIPK2 PPI	aDG glyco act	ABCB6 inh 2	Vif inh	MC4R ag barr	ABHD5-PLIN5 inh	TLR9-MyD88 inh
Cc1ccnc(NC(=O)c2cccs2)c1	-1	-4	4	1	-0.2	104	-12	-0.9	-2	-4
O=C(CNS(=O)(=O)c1ccc(Br)cc1Cl)OCC(=O)N1CCCC1=O	-8	1	25	-4	0.0	102	-2	1.4	0	-10
O=C(Nc1cccnc1)OC1CCCCC1	1	-1	13	1	-0.3	102	-3	-0.5	3	-12
O=C(Cn1nnc2ccccc21)N/N=C/c1ccco1	-3	0	6	-3	0.7	100	-1	-1.6	2	3
CCOc1ccc(N(C(=O)c2ccccc2Cl)C2=NC(C)(C)CS2)cc1	-6	-1	4	-6	0.2	96	-3	-0.3	0	-1
Cc1ccc(NC(=O)COC(=O)Cc2ccccc2)cc1S(=O)(=O)N1CCOCC1	-1	2	-1	-9	0.1	93	11	-3.2	-6	-3
CN1OC[C@@H]2C(=O)N3CCc4c([nH]c5ccccc45)[C@@H]3C[C@@H]21	-2	4	-5	-13	0.1	105	-4	-1.0	1	2
Cc1cccc(CNS(=O)(=O)c2ccc(-c3ccc(=O)[nH]n3)s2)c1	1	0	7	-1	0.2	96	4	-2.6	1	12
CCOC(=O)[C@]12CCC=C1N(Cc1ccc3c(c1)OCO3)C(=O)[C@H](CC(=O)NCC1CCCCC1)C2	-8	x	x	10	0.1	99	x	x	1	x
CSc1nnc(CNC(=O)c2ccccc2)n1-c1ccc(F)cc1	4	1	13	-3	-0.1	106	11	1.2	10	6
COc1ccc(NC(=O)NCc2ccncc2)c(OC)c1	3	0	5	-10	-0.2	91	-1	1.7	-2	2
Cc1ccc(S(=O)(=O)Nc2ccc(O)c3ccccc23)c(C)c1	16	6	-8	-6	1.6	96	-4	-3.4	-6	-4
Cn1c(=O)n(C)c2cc(NC(=O)c3ccccc3)ccc21	8	10	4	-5	-0.4	101	-3	-1.3	-6	-9
N#Cc1ccc(C(=O)Nc2ccc3ccccc3c2)cc1	8	-10	-2	2	0.1	103	0	-0.2	7	1
C=CCn1c(O)c(C2=c3ccccc3=NC2=O)sc1=Nc1ccc(O)cc1	20	-3	-1	-14	-0.1	94	1	-1.8	1	-10
CCOc1ccc(C(=O)NCC(C)CN(C)C)cc1OCC (configuration not stated)	-3	-1	-4	0	0.3	86	24	-0.3	2	-16
NS(=O)(=O)c1ccc(NC(=O)c2ccc(F)cc2F)c(NC(=O)c2ccc(F)cc2F)c1	5	-4	3	-2	0.0	102	-11	-1.4	-3	-16
Cc1cc(=O)nc2c3ccccc3n(CC(=O)NCCCN3CCCCC3C)n12 (configuration not stated)	-2	0	-5	-8	0.0	88	-2	-2.9	2	3
Cc1ccc(S(=O)(=O)N2CCN(C(=O)CSc3ccccn3)CC2)c(C)c1	0	-3	8	5	0.0	87	-12	0.8	-3	3
COc1ccc(N2CCN(CC(=O)NC(=O)NCc3ccccc3)CC2)cc1	-3	-1	1	-12	-0.2	93	-2	3.4	-1	-23
Cc1cc(=O)oc2cc(NC(=O)CCOc3ccccc3)ccc12	-4	0	-3	1	0.6	101	3	3.1	7	3
O=C1CN(C(=O)CSc2ccc(-c3ccc(F)cc3)nn2)c2ccccc2N1	-6	2	9	-11	0.0	100	3	2.5	6	7
CCSc1nc2c(cnn2-c2ccccc2)c(=O)n1N	-2	-6	15	-7	0.0	99	-7	-1.9	-1	x
Cc1cc2oc(=O)cc(CN3CCN(c4ccccc4)CC3)c2cc1Cl	-2	0	x	1	0.2	98	-2	x	2	x
Cc1cc(Cl)ccc1N1C(=O)CC(SCCC(=O)O)C1=O (configuration not stated)	0	2	6	-5	-0.2	97	7	1.2	-10	-3

The list continues:
SMILES	Granule exo inh	Glyco luc inh	MC4R antag cAMP	NOD2 RIPK2 PPI	aDG glyco act	ABCB6 inh 2	Vif inh	MC4R ag barr	ABHD5-PLIN5 inh	TLR9-MyD88 inh
N#Cc1cccc(C(=O)Nc2cc(S(=O)(=O)N3CCOCC3)ccc2N2CCCC2)c1	12	2	-5	0	0.0	99	-5	1.3	11	0
c1ccc(N2CC3CCc4ccccc4C3=N2)cc1 (configuration not stated)	-6	-1	18	-3	0.1	99	1	1.7	-2	-13
C[n+]1cccc2ccc3c(c21)OC(N)=C(C#N)C3c1ccccc1 (configuration not stated)	-9	-2	-1	-11	0.0	92	x	-2.5	0	x
CC(=O)Nc1nnc(-c2ccccn2)o1	2	3	2	0	0.2	104	2	0.9	-5	-1
